# Assay outcomes from PubChem BioAssay.
# D1 antagonist: human D1 dopamine receptor antagonism; P21728; 360,000 tested, 3.2% active; AID 504652; HEK293 TREx D1 cells, calcium flux, dopamine EC80; active compounds read low; activity change, negative = inhibition, % at 10 µM; in the data active means activity change below about -30%; further: on the % scale 0 is the no-effect control and ±100 the full control effect
#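 Calcium flux readout: force-coupled, inducible Hek293 Trex D1 line, cells induced overnight at 30 C with tetracycline, dye-loaded 30–90 min at RT. Antagonism scored against EC80 dopamine challenge given 180 s after compound.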
# D1 ag: activates the human D1 dopamine receptor | HEK293 T-REx D1 cells, calcium flux, agonist mode | activation, % at 2 µM | 360,000 tested, 1% active | AID 504660; in the data active means activation above about 30%; further: 0% is about no effect
#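 Agonism was scored from calcium flux recorded over 180 s (1 read/s) after pintool compound addition, following a 10-cycle baseline. Cells were inducible force-coupled HEK293 TREx D1, plated overnight at 30 C and loaded with no-wash calcium dye.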
# RXFP1 antagonist: blocks the human relaxin receptor RXFP1 | Q9HBX9 | HEK293-RXFP1, relaxin-stimulated cAMP HTRF, 30 min; active compounds read low | activity change, negative = inhibition, % at 57.5 µM | 350,000 tested, 0.59% active | AID 1259400;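 active means activity change of -60% or lower, but not beyond a set lower limit; inconclusive means change between -60% and -40%, or beyond the set limit; inactive means change above -40%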; further: on the % scale 0 is the no-effect control and ±100 the full control effect
# D2 PAM: positively modulates the human D2 dopamine receptor allosterically. P14416. HEK293 T-REx D2, calcium flux, EC20 dopamine potentiation. potentiation, % at 10 µM. 340,000 tested, 0.34% active. AID 485347;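 active means potentiation over 3 SD above the plate norm, cut at about 30% in these data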; further: 0% is about no effect
# Target sequence (P14416 whole entry, looked up): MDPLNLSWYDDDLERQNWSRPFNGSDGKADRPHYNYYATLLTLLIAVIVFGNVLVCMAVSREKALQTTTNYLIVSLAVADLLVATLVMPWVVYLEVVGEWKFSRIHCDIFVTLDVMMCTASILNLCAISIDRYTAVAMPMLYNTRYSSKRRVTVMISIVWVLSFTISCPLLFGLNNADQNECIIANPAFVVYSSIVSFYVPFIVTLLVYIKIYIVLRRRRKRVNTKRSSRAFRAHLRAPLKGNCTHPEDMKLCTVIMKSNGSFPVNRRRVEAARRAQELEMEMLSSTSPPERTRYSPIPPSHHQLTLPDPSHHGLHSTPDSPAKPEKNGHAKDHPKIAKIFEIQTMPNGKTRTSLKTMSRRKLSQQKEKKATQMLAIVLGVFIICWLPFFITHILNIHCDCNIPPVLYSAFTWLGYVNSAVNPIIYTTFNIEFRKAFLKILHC
#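 Using a no-wash calcium dye in inducible, force-coupled HEK293 Trex cells expressing D2, we tracked fluorescence each second for 180 s after compound, then for 180 s after EC20 dopamine to detect augmented signalling.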
# TRHR enhancer: TRH receptor (human) allosteric enhancement. TRHR cells, fluo-8 calcium fluorescence, EC20 TRH enhancement. enhancement, % at 2 µM. 360,000 tested, 0.66% active. AID 493056. P34981; in the data active means enhancement above about 30%; further: 0% is about no effect
# Target sequence (P34981 whole entry, looked up): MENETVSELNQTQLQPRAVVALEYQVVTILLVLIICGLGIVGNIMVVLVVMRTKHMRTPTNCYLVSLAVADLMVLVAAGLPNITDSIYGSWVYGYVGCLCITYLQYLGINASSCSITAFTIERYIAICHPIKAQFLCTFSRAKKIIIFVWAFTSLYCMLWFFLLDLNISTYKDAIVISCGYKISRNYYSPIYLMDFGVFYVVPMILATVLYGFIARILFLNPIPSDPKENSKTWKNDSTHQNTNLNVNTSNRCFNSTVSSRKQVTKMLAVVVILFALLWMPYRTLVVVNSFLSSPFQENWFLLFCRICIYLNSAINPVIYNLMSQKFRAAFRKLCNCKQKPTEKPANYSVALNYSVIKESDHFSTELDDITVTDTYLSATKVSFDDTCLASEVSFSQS
#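 Enhancer read-out: after compound pinning and an initial kinetic agonist-mode read, an EC20 of TRH (10 nM final) was injected and fluo-8 calcium signal (Ex 480/Em 530) followed at 1 s/cycle for 100 cycles in TRHR-expressing cells.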
# TRHR ag: TRH receptor (human) agonism. AID 493084. activation, % at 2 µM. TRHR cells, calcium flux fluo-8, FDSS agonist mode. P34981. 360,000 tested, 0.18% active; in the data active means activation above about 30%; further: 0% is about no effect
#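 In this calcium-flux screen, cells bearing human TRHR are dye-loaded with fluo-8, baselined for 10 cycles, then exposed to library compounds; positive kinetic calcium responses during the agonist phase mark hits, with TRH as control.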
# Anesthetic bind: binds horse apoferritin like a general anesthetic; P02791; 350,000 tested, 0.074% active; apoferritin/1-aminoanthracene competitive binding, fluorescence; Potency, µM (highest dose often 77.5 µM), without a hit: top-dose activity change, negative = displacement, most hits filed as inhibitors; further: potency means the concentration at half of the fitted maximal effect; on the % scale 0 is the no-effect control and ±100 the full control effect; nearly all actives have a fitted effect of over 20% in size
# Target sequence (P02791 2-175 limits assumed): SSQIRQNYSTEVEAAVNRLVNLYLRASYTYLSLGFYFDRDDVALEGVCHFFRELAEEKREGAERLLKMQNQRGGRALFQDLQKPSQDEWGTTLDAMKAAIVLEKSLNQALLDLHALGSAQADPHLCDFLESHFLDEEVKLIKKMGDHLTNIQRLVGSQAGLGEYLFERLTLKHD
#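 Apoferritin-based anesthetic binding model; compound displacement of fluorescent 1-AMA measured as endpoint fluorescence after 10 minutes at room temperature, scaled to free-ligand and complex controls.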
# RXFP1 ag: agonists of human relaxin receptor RXFP1. HEK293T-RXFP1 cAMP TR-FRET, 30 min; response scale: percent of porcine relaxin response, buffer zero. Potency, µM (top dose mostly 57.5 µM), for the others: at the highest dose activation, usual class: activators. 370,000 tested, 0.3% active. AID 2676; further: potency means the concentration at half of the fitted maximal effect; on the % scale 0 is the no-effect control and ±100 the full control effect; nearly all actives have a fitted effect of over 60% in size; many of its hits are not listed in these tables
#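 cAMP rise read by TR-FRET after 30 min, 37C compound exposure (up to 58 uM) in RXFP1-transfected HEK293 cells with Ro 20174 present. EC50 from Hill-equation fits, with 29 nM porcine relaxin as 100% and buffer as basal.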
# D1 potentiator: enhances dopamine response at the human D1 receptor; P21728; HEK293 TREx D1 cells, calcium flux, dopamine EC20 potentiation; potentiation, % at 10 µM; 360,000 tested, 0.036% active; AID 504651; in the data active means potentiation above about 30%; further: 0% is about no effect
# * marks the source's active call; other numbers are inactive results; u = inconclusive; x = no result given; & = joins results of further samples. Unless noted, the call rests on the fitted dose curve; in most records, active means well fitted curve in the direction sought with a large enough effect; inconclusive means small, poorly fitted or top-dose-only effect, or another doubt; inactive means no such curve, though single readings can be large; an effect the other way counts as inactive or inconclusive. An excerpt. The share of hits here may be higher or lower than overall.
D1 antagonist,D1 ag,RXFP1 antagonist,D2 PAM,TRHR enhancer,TRHR ag,Anesthetic bind,RXFP1 ag,D1 potentiator,smiles
13.7,3.5,x,19.1,-4.2,-1.0,u,1.7%,-3.8,Cc1nn(C(=O)C(C)N2C(=O)c3ccccc3C2=O)c(C)c1Br (stereo not given)
6.9,1.0,5.8,6.3,-1.7,1.0,-6.7%,-0.4%,-3.5,CCOC(=O)C1=C(c2ccccc2)Nc2ncnn2C1c1cccc(O)c1 (stereo not given)
-33.9*,4.4,6.8,12.5,-2.7,-0.7,-9.6%,11.3%,-3.8,CCOC(=O)N1CCN(C(=O)c2ccc3c(c2)N(Cc2ccccc2)CCS3)CC1
x,2.2,-26.1,-11.3,1.1,-0.1,-13.7%,1.8%,-3.6,COc1ccc(N2CC(NC(=O)C(=O)c3c[nH]c4ccccc34)CC2=O)cc1 (stereo not given)
-5.6,0.6,-10.8,11.9,-0.4,0.1,1.9%,1.8%,0.1,CCOC(=O)CC1COc2ccccc2N1C(=O)c1ccc(C)cc1 (stereo not given)
-3.5,0.4,-15.1,-20.0,0.8,1.0,-14.2%,-1.1%,1.9,O=C(Nc1ccc(Br)cc1Br)C1CC(=O)N(Cc2ccccc2)C1 (stereo not given)
x,-0.7,-0.5,-9.8,6.7,0.6,-9.1%,3.1%,-0.4,Cn1c(=O)c2c(nc(N3CCOCC3)n2CCCNC2=NCCCCC2)n(C)c1=O
-0.7,8.2,-12.1,1.2,-9.6,1.2,-18.0%,1.1%,-0.1,O=[N+]([O-])c1cccc(-c2cn3ccccc3n2)c1
58.0,3.6,9.1,-6.4,-3.2,0.0,-10.6%,1.5%,0.5,CCn1c(C)nnc1SCC(=O)Nc1ccc(C(C)=O)cc1
-86.0*,4.9,x,9.1,6.4,0.8,x,-1.1%,-6.5,COc1ccc([C@H]2CC(=O)C=C(c3ccc(O)cc3)C2)cc1OC
6.5,2.7,-20.3,-1.5,-1.6,-0.5,3.1%,6.4%,0.3,COc1cc2c(-c3ccccc3C)nc3c(c(C)nn3-c3ccccc3)c2cc1OC
-18.6,3.6,5.6,8.7,7.0,-2.4,0.7%,0.7%,-8.9,Cc1ccc(NC(=O)c2cnccn2)c(OC(F)F)c1
-33.7*,22.2,1.5,12.3,0.9,-0.1,u,3.7%,-10.9,COc1ccc(C(=O)CSc2nnc(Cn3cnc4ccccc43)o2)cc1
10.2,1.3,x,5.6,2.8,0.0,0.6%,5.4%,-1.2,COC(C[C@H]1O[C@H]1[C@H](O)[C@@H](C)OCc1ccccc1)OC
17.3,0.1,4.7,-3.6,-1.3,0.2,-0.1%,11.1%,-2.6,CSc1nc2c(c(=O)[nH]1)C(c1ccccc1)C1=C(CC(C)(C)CC1=O)N2 (stereo not given)
-14.3,4.7,0.0,0.2,23.1,-0.4,-21.5%,0.6%,-0.4,Cc1onc(-c2ccccc2)c1C(=O)Nc1ccc(C(=O)N2CCCCC2)cc1
-1.4,0.3,-5.3,5.3,-1.2,0.4,u,3.0%,-3.4,COc1ccc(NC(=O)CSc2nnc(-c3ccccc3C)n2N)cc1
15.3,1.7,14.3,0.1,-6.6,0.2,-8.0%,2.4%,-12.2,CCOC(=O)c1cc(CC)sc1NC(=O)c1cc(OCC)c(OCC)c(OCC)c1
-8.5,11.9,4.5,4.5,0.3,0.8,-2.5%,0.7%,-1.4,Cc1ccc(C(=O)c2ccccc2C(=O)OCC(=O)NCCc2ccccc2)cc1
-19.0,4.9,-13.7,12.4,1.4,-0.4,-16.0%,-0.2%,-3.5,O=[N+]([O-])c1ccc(N2CCN(c3ccc(O)cc3)CC2)c(Cl)c1
7.5,3.1,-6.3,4.8,-1.8,-0.1,5.6%,0.4%,0.1,CCSc1nnc(NC(=O)c2cc(=O)c3cc(C)c(C)cc3o2)s1
-78.9*,4.3,-2.2,-12.1,-1.1,-0.6,u,1.1%,-0.6,CC(/C=N/NC(=O)c1n[nH]c2c1CCC2)=C\c1ccccc1
2.1,7.2,5.6,x,-1.0,0.0,-10.7%,2.5%,-3.5,Cc1ccc2sc(N(CCN(C)C)C(=O)c3ccc4ccccc4c3)nc2c1C
1.4,7.1,1.7,-7.2,-6.9,0.8,-1.5%,24.9%,2.6,O=C(Cn1ncn2c(cc3ccccc32)c1=O)NCCCc1ccccc1
11.2,-2.7,-10.3&-10.1,0.1,-2.2,0.6,3.6%,-0.1%,-1.6,c1ccc2sc(SN3CCOCC3)nc2c1

# Ordered by length of the SMILES (highest first): part of the list above.
D1 antagonist,D1 ag,RXFP1 antagonist,D2 PAM,TRHR enhancer,TRHR ag,Anesthetic bind,RXFP1 ag,D1 potentiator,smiles
10.2,1.3,x,5.6,2.8,0.0,0.6%,5.4%,-1.2,COC(C[C@H]1O[C@H]1[C@H](O)[C@@H](C)OCc1ccccc1)OC
-8.5,11.9,4.5,4.5,0.3,0.8,-2.5%,0.7%,-1.4,Cc1ccc(C(=O)c2ccccc2C(=O)OCC(=O)NCCc2ccccc2)cc1
13.7,3.5,x,19.1,-4.2,-1.0,u,1.7%,-3.8,Cc1nn(C(=O)C(C)N2C(=O)c3ccccc3C2=O)c(C)c1Br (stereo not given)

# (cont.)
D1 antagonist,D1 ag,RXFP1 antagonist,D2 PAM,TRHR enhancer,TRHR ag,Anesthetic bind,RXFP1 ag,D1 potentiator,smiles
2.2,1.3,1.4,-1.0,0.4,0.5,-13.5%,0.8%,-0.1,CCCc1n[nH]c(=O)[nH]1
-11.7,4.6,x,-7.4,-4.0,-0.2,-14.8%,-1.5%,-7.7,CCc1nc(N=C(N)N)nc2ccccc12
28.4&4.2,4.8&0.8,-18.9&-8.5,7.3&4.4,-0.9&-10.1,-0.2&-0.6,-17.4%&-14.6%,-0.8%&0.1%,3.1&-0.2,CCC(C(=O)Nc1cc(F)ccc1F)n1nc(C)c2c(C)n(-c3ccc(C)cc3)nc2c1=O (stereo not given)
2.1,4.4,x,10.5,5.5,0.4,-23.9%&-13.7%,-0.1%,-1.5,COc1ccc(C2CC(O)(c3ccccc3)Oc3cc(OC)cc(OC)c32)cc1 (stereo not given)
-71.7*,4.9,26.6,-5.1,-2.8,0.6,-21.8%,2.2%,-8.8,Cc1ccc(NC(=O)COc2ccc(CCO)cc2-n2nc3ccccc3n2)cc1C
2.9,5.2,-2.7,-8.7,11.0,-0.7,4.3%,0.5%,-3.4,COC(=O)c1ccc(NC(=O)Cc2ccc(C)cc2)cc1
-4.4,2.8,-9.0,9.7,3.9,-0.1,-4.6%,3.3%,0.2,Cc1noc2ncnc(Oc3ccc(F)cc3)c12
12.2,1.9,-8.8,11.9,10.0,0.2,-4.7%,-3.0%,1.7,COc1cccc(C(c2c(N)n(C)c(=O)n(C)c2=O)C(C)[N+](=O)[O-])c1 (stereo not given)
-2.5,0.4,-5.8,5.8,-1.0,-0.1,-0.8%,16.9%,2.2,COc1ccc(-c2cn3c(n2)sc2cc(C(=O)NCCC4=CCCCC4)ccc23)cc1
0.2,4.5,6.5,11.6,5.3,-0.2,u,1.9%,-2.5,O=S(=O)(NCCC1=CCCCC1)c1cccc(S(=O)(=O)N2CCOCC2)c1
-3.8,1.7,-8.7,5.3,1.2,0.7,-8.3%,-1.0%,-1.5,CCS(=O)(=O)Nc1ccc(NC(C)=O)cc1
-31.9*,2.9,-4.3,-1.0,12.6,1.1,-19.0%,-1.9%,-9.7,COc1cccc(CNC(=O)c2cc3oc4ccccc4c3n2C)c1OC
4.5,-0.6,-14.5,-0.8,2.6,-1.1,-13.0%,-1.5%,-0.8,Cc1ccc2c(N)c(C(=O)c3ccccc3)sc2n1
-11.2,-0.1,2.4,-6.8,-5.6,0.1,x,-0.3%,-4.1,CSCCC(NC(=O)c1ccccc1Cl)C(=O)NCC(c1cccs1)N(C)C (stereo not given)
15.3,-0.8,-11.1,3.7,11.8,0.4,-8.0%,1.7%,-3.5,COc1ccc(OC)c(S(=O)(=O)N2CCN(c3c(C)cccc3C)CC2)c1
0.3,-1.2,-7.2,-3.4,-6.0,-0.8,-0.6%,4.3%,1.6,COC(=O)c1ccc(Oc2nc3c(c(=O)n(C)c(=O)n3C)n2C(C)C)cc1
20.3,1.1,-6.0,6.4,-3.9,-0.5,15.0%,-3.2%,-5.2,Cc1sc2nc(-c3cccs3)oc(=O)c2c1C
1.4,2.6,-14.7,0.9,3.6,0.2,-2.2%,0.9%,-2.3,CCN(CC)C(=O)c1n[nH]c(=O)c2ccccc12
-2.2,4.5,2.5,-4.9,19.1,-0.1,-6.1%,0.3%,2.6,O=C(NCC1COc2ccccc2O1)c1ccc(NC(=O)C(c2ccccc2)c2ccccc2)cc1 (stereo not given)
-6.5,3.8,-17.3,0.4,3.0,-1.3,-3.3%,1.3%,4.3,O=C(Cc1ccc(Br)cc1)NCCc1ccc(Cl)cc1Cl
4.8,1.8,-3.5,-5.6,2.5,0.8,-22.4%,0.0%,2.9,N/C(=N\OC(=O)CC1CCCCC1)c1cccc(Br)c1
9.4,3.3,-6.4,-9.2,-4.5,-0.1,x,-1.9%,-9.6,O=C(Nc1cccc(S(=O)(=O)N2CCCC2)c1)c1cccc(OC(F)F)c1
-0.7,4.3,-1.2,-6.7,-2.2,0.9,-4.5%,-1.0%,12.2,CCCn1cc(CN2CCC(n3nccc3NC(=O)c3ccccc3)CC2)c(C)n1
8.7,-0.4,-6.9,-6.6,-3.8,-1.2,-4.6%,0.7%,-0.7,O=C(CSc1nc(N2CCOCC2)nc(N2CCOCC2)n1)Nc1ccccc1F
11.0,-0.5,-3.0,19.4,-0.8,-1.9,-8.4%,-0.2%,-6.3,CCC(=O)Nc1ccc(Nc2nc(C)c([N+](=O)[O-])c(Nc3ccc(NC(=O)CC)cc3)n2)cc1
8.6,2.3,-1.3,-1.6,0.1,0.0,-3.9%,0.1%,0.6,CCCCCCCC(=O)N1c2ccccc2NC(=O)C1CC(=O)Nc1ccc(C(=O)O)cc1 (stereo not given)
-19.7,0.7,1.0,-14.2,-6.5,-0.7,-3.4%,1.1%,-7.1,COc1cc2c(C(=O)N(C)c3ccc(F)cc3)cn(C)c(=O)c2cc1OC
-2.6,8.3,-5.5,9.3,8.2,-0.7,-11.0%,2.8%,-5.0,c1ccc(CCNC2=NCCCS2)cc1
-22.0,5.3,1.2,-6.6,-4.8,1.0,-6.4%,6.6%,-3.5,COc1ccc(CCn2c(=N)c(C(=O)NC3CCCCC3)cc3c(=O)n4ccccc4nc32)cc1

# Taken from above.
# Anesthetic bind with `COc1cc2c(C(=O)N(C)c3ccc(F)cc3)cn(C)c(=O)c2cc1OC` → -3.4%
# RXFP1 ag with `COc1ccc(CCn2c(=N)c(C(=O)NC3CCCCC3)cc3c(=O)n4ccccc4nc32)cc1` → 6.6%
